Compound activity: PubChem BioAssay, National Center for Advancing Translational Sciences (NCATS)
JMJD2A Tudor inh: JMJD2A Tudor domain (human) inhibition. O75164. AlphaScreen JMJD2A-Tudor / H3K4me3 peptide binding. Potency, µM (doses to about 114 µM), for the others: top-dose activity change, negative = inhibition, usual class: inhibitors. 4.4% of 390,000 active; further: on the % scale 0 is the no-effect control and ±100 the full control effect; nearly all actives have a fitted effect of over 50% in size
Pin1 inhibitor: blocks the human prolyl isomerase Pin1 | Q13526 | AID 504891 | 0.009% of 390,000 active | Pin1 FP peptide displacement, HiFluor488, 10 min | Potency, µM (series often up to 115 µM), without a hit: at the top dose activity, negative = inhibition, most hits filed as inhibitors; active means well fitted inhibition curve with a large enough effect in the polarisation, with a control signal flat, not every such curve was filed as active; inconclusive means small, poorly fitted or top-dose-only effect, or effect the other way, or a change in a side signal; inactive means no such curve, though single readings can be large or run the other way; the % refers to the polarisation; further: on the % scale 0 is the no-effect control and ±100 the full control effect
PGK inhibitor: blocks T. brucei phosphoglycerate kinase | 0.043% of 380,000 active | PGK/GAPDH coupled, Kinase-Glo luminescence, 60 min | Potency, µM (series often up to 57.5 µM), for inactives: at the top dose activity change, negative = inhibition, usual class: inhibitors; further: on the % scale 0 is the no-effect control and ±100 the full control effect; nearly all actives have a fitted effect of over 60% in size
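Luminescent ATP detection (Kinase-Glo Plus) follows a 60-minute room-temperature incubation, with wells lacking PGK as controls. Buffer: 100 mM TEA (pH 7.6), 5 mM MgCl2, 0.01% Tween-20. Coupling enzyme GAPDH (100 nM final) supplies unstable 1,3-BPG in-well.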
POLI inh: blocks human DNA polymerase iota activity | Q9UNA4 | Pol iota fluorescent replication assay, 10 min | Potency, µM (titrated, usually from 115 µM), inactives show at the top dose activity, negative = inhibition, actives largely listed as inhibitors | 1% of 390,000 active | AID 588590
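Pol iota at 10 nM preincubated 15 min with compounds at room temperature; reaction started with fluorescent substrate, 50 nM final. Fluorescence read kinetically at 0 and 10 min; buffer-only wells as negative control.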
BAZ2B inh: BAZ2B (human) inhibition | Q9UIF8 | AlphaScreen BAZ2B-H3K14Ac peptide displacement | Potency, µM (top dose mostly 114 µM), for inactives: at the highest dose activity change, negative = inhibition, hits mostly inhibitors | 4.4% of 360,000 active; further: on the % scale 0 is the no-effect control and ±100 the full control effect; nearly all actives have a fitted effect of over 60% in size
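Protein-peptide AlphaScreen: BAZ2B 50 nM, b-H3K14Ac 50 nM, 1x PBS pH 7.4 + 0.01% Tween-20. Preincubation 30 min RT; cpd 30 min RT (top 110 uM); beads 20 min RT, light-protected.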
G9a block: blocks human histone lysine methyltransferase G9a. 8.8% of 350,000 active. Potency, µM (doses to about 102 µM), inactives show at the top dose activity, negative = inhibition, actives largely listed as inhibitors. AID 504332. G9a H3K9 monomethylation, AlphaScreen, 2 h; further: on the % scale 0 is the no-effect control and ±100 the full control effect; nearly all actives have a fitted effect of over 75% in size
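Chemiluminescent proximity detection of H3K9 monomethylation, read after 10 min bead incubation in the dark. Reaction: 20 nM G9a, 500 nM biotin-H3K9 peptide, 20 uM SAM cofactor, 2 h, room temperature, following 15 min enzyme-compound preincubation.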
GLS inhibitor: inhibitors of human glutaminase (GLS); GLS enzymatic activity, qHTS titration; Potency, µM (top dose mostly 45.5 µM), for inactives: top-dose activity change, negative = inhibition, actives largely listed as inhibitors; 0.21% of 410,000 active; further: on the % scale 0 is the no-effect control and ±100 the full control effect
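hKGA; 45 mM KH2PO4 pH 8.2 + 0.02% Tween-20; cpd via pin tool; 1 mM Gln soln; GluOx/HRP/Amplex Red; RT 30 min; fluor. t0 & final.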
HP1b chromo inh: inhibitors of HP1-beta chromodomain binding to methylated histone tails; AlphaScreen HP1-beta / biotin-H3K9me3 peptide binding; AID 540317; Potency, µM (top dose mostly 114 µM), inactives show at the highest dose activity change, negative = inhibition, actives largely listed as inhibitors; P83916; 0.56% of 390,000 active; further: nearly all actives have a fitted effect of over 70% in size; inactives centre near 23
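HP1-beta protein (50 nM final) preincubated 30 min at room temperature with biotinylated H3(1-18)K9me3 peptide (50 nM) in PBS pH 7.4, 0.01% Tween-20, then compound added for 30 min. AlphaScreen streptavidin donor/nickel chelate acceptor beads (10 ug/mL final), 30 min dark, luminescence read.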
BLM inh: Bloom syndrome helicase (human) inhibition; recombinant BLM DNA unwinding, fluorescence dequenching; Potency, µM (titrated, usually from 56.1 µM), for the others: at the highest dose activity change, negative = inhibition, hits mostly inhibitors; 0.2% of 350,000 active; AID 2528;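 further: plate controls were vehicle for no effect and no enzyme for full effect; nearly all actives have a fitted effect of over 35% in size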
Starred values were filed as active, the others as inactive; i = inactive; ? = inconclusive; · = no result given; [ ] = dose if it differs, or a comment. Unless noted, the call rests on the fitted dose curve; in most records, active means well fitted curve in the direction sought with a large enough effect; inconclusive means small, poorly fitted or top-dose-only effect, or another doubt; inactive means no such curve, though single readings can be large; an effect the other way counts as inactive or inconclusive. Potency means the concentration at half of the fitted maximal effect. This is a subset; count on the stated rates, not on these rows.

SMILES | JMJD2A Tudor inh | Pin1 inhibitor | PGK inhibitor | POLI inh | BAZ2B inh | G9a block | GLS inhibitor | HP1b chromo inh | BLM inh
COC(=O)[C@]1(C)N[C@H](CN(C)C(=O)Nc2ccc(OC)cc2)[C@@H]2C(=O)N(C)C(=O)[C@@H]21 | -12% | -3% | -2% | 20% | · | · | 20% | 80%[activator] | ·
O=C(COC(=O)/C=C/c1cccs1)Nc1nc(-c2ccccc2)cs1 | -9% | -1% | i | 6% | 5% | 1.1µM* | -1% | 58%[activator] | -1%
CN1CCN(S(=O)(=O)c2cccc(S(=O)(=O)c3cccc(S(=O)(=O)N4CCN(C)CC4)c3)c2)CC1 | -23% | -5% | -2% | 24% | 5% | -10%[12.7 µM] | 5% | 20% | 0%
COC(=O)c1ccc(C(=O)OC)c(NC(=O)CN(c2ccc3c(c2)OCO3)S(C)(=O)=O)c1 | -11% | 4% | -2% | 28% | 4% | 4%[59 µM] | 1% | 40%[activator] | -2%
O=C(Cc1ccc(-n2cccc2)cc1)NCc1ccccc1Cl | -10% | 3% | -11% | ? | -4% | -8%[59 µM] | 1% | 12% | -1%
O=c1[nH]n(-c2cccc(Cl)c2)c2ncccc12 | -7% | -6% | -3% | 8% | -7% | 18%[59 µM] | 18% | 16% | 2%
COCC(=O)N1CCC(Oc2ccc(C(=O)NCCc3ncccc3C)cc2)CC1 | 5% | -1% | i | 4% | -26% | -6% | 8% | 66%[activator] | -1%
COc1ccc(Oc2ccc(NC(=O)c3ccccc3C)cc2)cc1 | -9% | 2% | -1% | 40%[activator] | -16% | 20% | -2% | 35%[57 µM] | -4%
O=C(O)c1ccccc1C(=O)Nc1ccc(S(=O)(=O)Nc2ccc(F)cc2)cc1 | 1% | -4% | -8% | -4% | -1% | -8% | -4% | 44%[activator] | -2%
NC(=O)CSc1nnc(-c2ccc(S(=O)(=O)N3CCCC3)cc2)n1CC1CCCO1 (stereo unspecified) | -4% | -1% | 4% | 20% | 3% | 41% | 0% | 17% | 0%
CCCC(=O)Nc1nnc(SCc2cc(=O)n3ccccc3n2)s1 | 2% | -4% | -3% | -13% | -17% | -33%[59 µM] | -7% | 29%[57 µM] | 3%
Cc1cc(C)cc(C(=O)NC(=S)Nc2cccnc2)c1 | -27% | 2% | -8% | 10% | ? | · | 21% | 19% | -2%
CCC(C(=O)NCc1ccc(F)cc1)N(Cc1ccco1)C(=O)c1snc(C(N)=O)c1N (stereo unspecified) | -19% | ? | · | 34%[activator] | · | 17%[59 µM] | 2% | 29% | -2%
CCCNC(=O)c1c(CSc2ccc(Cl)cc2)noc1C(=O)NCc1ccccc1 | 9% | -16% | -1% | -17% | · | · | 0% | 81%[activator] | ·
OCCNc1nc2ccccc2n1-c1ncnc2sc3c(c12)CCC3 | -15% | 9% | -1% | 11% | -35% | ? | 15% | 16% | -4%

6 compounds already listed, arranged by SMILES length, smallest number first:
SMILES | JMJD2A Tudor inh | Pin1 inhibitor | PGK inhibitor | POLI inh | BAZ2B inh | G9a block | GLS inhibitor | HP1b chromo inh | BLM inh
O=c1[nH]n(-c2cccc(Cl)c2)c2ncccc12 | -7% | -6% | -3% | 8% | -7% | 18%[59 µM] | 18% | 16% | 2%
Cc1cc(C)cc(C(=O)NC(=S)Nc2cccnc2)c1 | -27% | 2% | -8% | 10% | ? | · | 21% | 19% | -2%
COc1ccc(Oc2ccc(NC(=O)c3ccccc3C)cc2)cc1 | -9% | 2% | -1% | 40%[activator] | -16% | 20% | -2% | 35%[57 µM] | -4%
COCC(=O)N1CCC(Oc2ccc(C(=O)NCCc3ncccc3C)cc2)CC1 | 5% | -1% | i | 4% | -26% | -6% | 8% | 66%[activator] | -1%
CCC(C(=O)NCc1ccc(F)cc1)N(Cc1ccco1)C(=O)c1snc(C(N)=O)c1N (stereo unspecified) | -19% | ? | · | 34%[activator] | · | 17%[59 µM] | 2% | 29% | -2%
COC(=O)[C@]1(C)N[C@H](CN(C)C(=O)Nc2ccc(OC)cc2)[C@@H]2C(=O)N(C)C(=O)[C@@H]21 | -12% | -3% | -2% | 20% | · | · | 20% | 80%[activator] | ·

One compound at a time, from the list above. Values in the order: JMJD2A Tudor inh | Pin1 inhibitor | PGK inhibitor | POLI inh | BAZ2B inh | G9a block | GLS inhibitor | HP1b chromo inh | BLM inh
Results for `Cc1cc(C)cc(C(=O)NC(=S)Nc2cccnc2)c1` : -27% | 2% | -8% | 10% | ? | · | 21% | 19% | -2%
Results for `O=C(O)c1ccccc1C(=O)Nc1ccc(S(=O)(=O)Nc2ccc(F)cc2)cc1` : 1% | -4% | -8% | -4% | -1% | -8% | -4% | 44%[activator] | -2%
Results for `CCC(C(=O)NCc1ccc(F)cc1)N(Cc1ccco1)C(=O)c1snc(C(N)=O)c1N` (stereo unspecified) : -19% | ? | · | 34%[activator] | · | 17%[59 µM] | 2% | 29% | -2%

(more compounds)
SMILES | JMJD2A Tudor inh | Pin1 inhibitor | PGK inhibitor | POLI inh | BAZ2B inh | G9a block | GLS inhibitor | HP1b chromo inh | BLM inh
Cc1c(C=O)c2ccccn2c1C(=O)c1ccccc1 | 38%[activator] | -6% | -6% | -12% | 12% | 30%[59 µM] | 0% | 46%[activator] | -3%
O=C(OCC(=O)N1CCOCC1)c1cnc(Cl)c(Cl)c1 | -11% | -4% | -9% | 26% | 6% | -1%[59 µM] | -3% | 20% | ·
O=C(NNc1ccccc1)C(=O)N1CCCCC1 | 7% | 10% | 4% | 12% | -4% | 22%[59 µM] | 13% | 37% | -11%
Cc1ccccc1Nc1nc(N)nc(CN(C)c2ccccc2)n1 | ? | -2% | 10% | 30% | · | -19%[59 µM] | 46%[activator] | 25% | -7%
O=c1[nH]nc(-c2ccc(F)cc2)cc1Cc1ccc(F)cc1 | -7% | ? | 9% | 14% | -15% | 9% | 1% | 28% | -1%
Cc1ccc(S(=O)(=O)N2CCCCC2)cc1NC(=O)Cc1cccs1 | -22% | 7% | i | ? | · | · | 7% | 9% | ·
CC(C)Cc1nc(Nc2ccc(S(=O)(=O)N3CCCC3)cc2)c2nnn(Cc3ccccc3)c2n1 | -18% | 10% | 0% | 64%[activator] | -34% | -4%[59 µM] | 0% | 16% | 1%
Cc1ccc(NC(=O)CCCn2c(=O)c3cccn3c3ccccc32)cc1C | -9% | 0% | 5% | 23% | 1% | 2%[59 µM] | 2% | 36% | 1%
CCOc1ccc(S(=O)(=O)N(C)c2ccc(OCC(=O)Nc3nccs3)cc2)cc1 | -22% | 16% | 3% | -18% | -22% | -9% | 3% | 33% | -6%
CCCn1nnc(NC(=O)/C=C/c2cc(Br)ccc2OC)n1 | -13% | 3% | -6% | 127%[activator] | -9% | 6% | 4% | 17% | 0%
COc1ccc(C(CNC(=O)C2CC(=O)N(Cc3ccccc3)C2)N2CCOCC2)cc1 (stereo unspecified) | -9% | 3% | 1% | 18% | -5% | -10%[12.7 µM] | 3% | 5% | ·
C=CCn1c(C)nnc1SCC(=O)NC1CC1 | 11% | 0% | -4% | 9% | -5% | · | -7% | 39%[activator] | -2%
Fc1ccccc1CSc1nnc2ccc(-c3ccncc3)nn12 | -7%[11.4 µM] | 0% | 5% | -10% | · | -4% | -2% | 50%[activator] | 1%
